High-throughput results (PubChem)
ABCG2 inh: inhibitors of human ABCG2 transporter, ABCB1 counter-screen | Q9UNQ0 | IgMXP3 cells, JC-1 efflux, flow cytometry | inhibition, % at 6.6 µM | 190,000 compounds, 0.1% hits;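 active means inhibition above 80%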;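 further: 0% = DMSO and 100% = nicardipine control wells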
Target sequence (Q9UNQ0 whole entry, looked up): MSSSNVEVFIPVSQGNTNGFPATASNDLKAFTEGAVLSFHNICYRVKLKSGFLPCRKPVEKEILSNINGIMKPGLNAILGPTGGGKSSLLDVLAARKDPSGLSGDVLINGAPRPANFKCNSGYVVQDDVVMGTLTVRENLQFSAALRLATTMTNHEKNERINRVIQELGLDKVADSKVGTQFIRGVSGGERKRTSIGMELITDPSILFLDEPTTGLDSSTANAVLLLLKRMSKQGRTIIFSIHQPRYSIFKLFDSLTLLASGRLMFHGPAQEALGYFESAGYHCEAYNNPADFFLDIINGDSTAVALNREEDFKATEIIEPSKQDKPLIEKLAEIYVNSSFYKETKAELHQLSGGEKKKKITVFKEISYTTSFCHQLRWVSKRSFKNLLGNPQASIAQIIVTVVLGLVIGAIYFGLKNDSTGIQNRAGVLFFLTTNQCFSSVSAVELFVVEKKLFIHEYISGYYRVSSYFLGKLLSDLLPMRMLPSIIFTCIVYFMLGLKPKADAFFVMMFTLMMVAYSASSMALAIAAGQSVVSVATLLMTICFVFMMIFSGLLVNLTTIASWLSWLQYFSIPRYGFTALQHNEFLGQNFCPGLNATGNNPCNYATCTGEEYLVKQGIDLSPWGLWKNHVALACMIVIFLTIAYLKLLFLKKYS
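Test system: IgMXP3 (ABCG2) plus far-red-tagged CCRF-Adr (ABCB1) cells. Reagent: JC-1 dye as substrate. Timing: 10 min exposure at 25 °C with rotation, no wash. Measured by: flow cytometric JC-1 green MFI at 530 nm. Read-out: percent efflux inhibition, scaled nicardipine 100% to DMSO 0%. Control set: nicardipine and DMSO wells.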
RGS4-Gao reg: modulates binding of RGS4 to human Galphao | binding response (% of control), % at 10 µM | 220,000 compounds, 0.33% hits | Multiplexed bead flow cytometry; actives lie on both sides; in the data active means binding response below about 49% or above about 150%; inactive means in between;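 further: fluorescent Galphao activated with aluminum fluoride binding bead-coupled RGS4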
ABCB1 inh: blocks JC-1 efflux by human ABCB1 transporter; P08183; 190,000 compounds, 0.067% hits; inhibition, % at 6.6 µM; CCRF-Adr cells, flow cytometry; in the data active means inhibition above about 40%;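 further: 0% = vehicle and 100% = reference inhibitor; higher value means more JC-1 retained so stronger ABCB1 efflux block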
GSH bead fluor: compound fluoresces at 488/530 nm on GSH beads | GSH beads flow cytometry, compound fluorescence 488/530 nm; active compounds read high | fluorescence (KMESF) at 10 µM | 190,000 compounds, 0.25% hits; in the data active means fluorescence above about 89;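 further: glutathione beads carrying GST-tagged Bcl family fusion proteins plus one bare bead set; values are compound well signal with DMSO vehicle wells as background; inactives centre near 16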
RGS7-Gao: modulates binding of RGS7 to human Galphao | Multiplexed bead flow cytometry; actives lie on both sides | AID 1439 | 220,000 compounds, 0.35% hits | binding response (% of control), % at 10 µM | P09471; in the data active means binding response below about 49% or above about 150%; inconclusive means no clear call, values can overlap the other calls; inactive means in between;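 further: fluorescent Galphao held in activated GDP-AlF4 state binding bead-coupled RGS7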
Bcl-B Bim block: disrupts Bim peptide binding to human Bcl-B; inhibition, % at 10 µM; bead-based flow cytometry; 190,000 compounds, 0.073% hits; Q9HD36;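 further: 0% = tracer peptide without compound and 100% = reference inhibitor peptide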
Target sequence (Q9HD36 whole entry, looked up): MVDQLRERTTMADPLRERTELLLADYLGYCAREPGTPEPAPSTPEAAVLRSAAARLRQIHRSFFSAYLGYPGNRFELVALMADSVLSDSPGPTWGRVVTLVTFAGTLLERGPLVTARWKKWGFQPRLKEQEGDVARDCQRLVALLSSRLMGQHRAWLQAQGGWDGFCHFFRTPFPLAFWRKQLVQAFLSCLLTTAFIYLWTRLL
Bim-Bcl-W: disrupts Bim peptide binding to human Bcl-W. Q92843. bead-based flow cytometry. inhibition, % at 10 µM. 190,000 compounds, 0.02% hits;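 further: 0% = bound tracer without compound and 100% = peptide blocker; higher means less fluorescent Bim peptide bound to Bcl-W beads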
Bcl-2 Bim block: disrupts Bim peptide binding to human Bcl-2. P10415. Bead-based flow cytometry, Bim peptide-Bcl-2 binding. inhibition, % at 10 µM. 190,000 compounds, 0.06% hits. AID 950; in the data active means inhibition above about 40%; inconclusive means no clear call, values can overlap the other calls;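 further: 0% = no compound wells with probe peptide and 100% = reference peptide inhibitor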
Bim-Bfl-1: disrupts Bim binding to human Bfl-1; Q16548; Bead-based flow cytometry, Bim-Bfl-1 binding inhibition; inhibition, % at 10 µM; 190,000 compounds, 0.12% hits; AID 1008;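 further: 0% = wells without compound plus tracer and 100% = blocker peptide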
Avidin bead fluor: avidin bead compound fluorescence profile | fluorescence (KMESF) at 10 µM | 220,000 compounds, 0.38% hits | Avidin beads, compound fluorescence 488/530 nm, flow cytometry; active compounds read high; in the data active means fluorescence above about 47; further: inactives centre near 10
Bcl-XL Bim block: disrupts Bim peptide binding to human Bcl-XL; bead flow cytometry, fluorescence; inhibition, % at 10 µM; 190,000 compounds, 0.04% hits; AID 1007
Target sequence (Q07817 whole entry, looked up): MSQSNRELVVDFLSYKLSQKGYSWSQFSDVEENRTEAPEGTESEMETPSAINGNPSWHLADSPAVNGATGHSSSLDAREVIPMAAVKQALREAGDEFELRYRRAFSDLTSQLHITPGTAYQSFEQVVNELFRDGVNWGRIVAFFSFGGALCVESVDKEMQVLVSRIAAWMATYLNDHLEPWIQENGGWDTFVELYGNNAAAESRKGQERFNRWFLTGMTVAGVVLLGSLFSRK
The depositor's hits bear a star; ? = inconclusive; . = no result given. Unless noted, no stated cut-off is given here; in the data, active means inhibition above about 40%.

SMILES	ABCG2 inh	RGS4-Gao reg	ABCB1 inh	GSH bead fluor	RGS7-Gao	Bcl-B Bim block	Bim-Bcl-W	Bcl-2 Bim block	Bim-Bfl-1	Avidin bead fluor	Bcl-XL Bim block
O=C(Nc1ccccc1C(=O)NCc1ccco1)c1ccccc1	8.5	101.6	0.6	68	104.9	-8.0	1.0	-10.0	-11.0	8	-9.0
COc1ccc(S(=O)(=O)N[C@H](C(=O)O)C(C)C)cc1	-1.2	102.1	53.8*	31	104.5	-6.0	-1.0	-10.0	-16.0	15	-16.0
CCc1ccc(-n2c(SCC(=O)c3ccc4c(c3)NC(=O)CO4)nc3ccccc3c2=O)cc1	1.8	102.7	0.4	17	?	-7.0	0.0	-1.0	-6.0	10	1.0
O=C(O)C1Cc2ccccc2CN1C(=O)CCl (stereo unspecified)	1.8	99.4	0.9	15	97.7	-7.0	1.0	1.0	-4.0	21	-2.0
CSc1nncn1/N=C/c1ccc([N+](=O)[O-])cc1	1.9	100.0	-0.1	14	?	-4.0	-1.0	-2.0	-8.0	9	-1.0
CC(=O)N/C(=C\c1ccc(C)cc1)C(=O)O	2.9	96.7	1.7	21	95.8	-1.0	1.0	0.0	-4.0	8	0.0
CC(=O)c1sc(NC(=O)c2cccnc2Cl)nc1C	1.5	91.2	0.0	10	94.2	-2.0	-5.0	-4.0	-6.0	10	-2.0
COc1ccc(OC)c(NC(=O)CN2C(=O)NC3(CCOc4ccccc43)C2=O)c1 (stereo unspecified)	12.0	106.8	1.1	24	101.2	-4.0	2.0	-7.0	-5.0	23	0.0
Brc1ccccc1OCCNCc1ccccc1	0.0	104.2	31.9	20	102.4	0.0	-1.0	0.0	0.0	8	-6.0
COc1ccc(Cl)cc1NC(=O)Cn1c(=O)n2nc(C)nc2c2ccccc21	2.3	95.9	0.4	11	91.2	2.0	0.0	0.0	3.0	4	0.0
N/C(Cc1ccc(Cl)cc1Cl)=N\OC(=O)c1ccccc1F	0.0	107.4	-0.3	14	103.8	0.0	2.0	-7.0	-2.0	10	-3.0
O=C(Nc1cccc(Cl)c1)c1ccc(Cn2cc(Cl)cn2)cc1	6.8	102.2	0.3	20	103.6	-13.0	-8.0	-10.0	-14.0	14	-9.0
Cc1cc[n+]2cc(-c3cccc([N+](=O)[O-])c3)c(-c3cccc([N+](=O)[O-])c3)cc2c1	2.3	102.2	0.6	5	101.6	43.0*	14.0	12.0	10.0	7	8.0
N#Cc1c(-c2ccc(F)cc2)cc(-c2cccnc2)nc1N	2.5	99.3	0.1	5	98.1	-4.0	-1.0	-3.0	-2.0	2	-1.0
Cc1ccc(S(=O)(=O)N2CC(O)CC2C(=O)Nc2ccc3c(c2)CCC3)cc1 (stereo unspecified)	3.2	100.3	0.6	44	103.7	.	.	?	.	22	.
CC(=O)Oc1cccc(N2C(=O)c3ccc(C(=O)Nc4cccnc4)cc3C2=O)c1	18.6	99.3	-1.5	13	99.9	-6.0	-5.0	-1.0	-3.0	8	-3.0
Cc1nc(C(C)N(C)Cc2nc(-c3ccc4c(c3)OCO4)no2)c(C)s1 (stereo unspecified)	0.8	91.0	0.5	16	79.0	-1.0	-4.0	-3.0	-3.0	6	-4.0
COC(=O)C1=C(O)/C(=C\c2ccc(CNC(=O)C(=O)Nc3ccc(C)cc3)o2)N=C1C	1.5	98.6	1.2	13	95.3	-2.0	0.0	3.0	6.0	33	-1.0
O=C(COc1ccccc1F)NCC(c1ccco1)N1CCCC1 (stereo unspecified)	2.2	98.3	0.4	26	98.4	-8.0	-1.0	-5.0	-6.0	10	-7.0
Cc1[nH]c2ccc(F)cc2c1CCN(Cc1cccnc1)C(=S)Nc1ccc(F)cc1	1.7	100.9	0.3	12	98.9	-2.0	-1.0	-9.0	-10.0	24	-4.0
Cc1ccc(/C=C2\C(=O)Nc3ccccc32)o1	10.2	101.2	0.0	14	103.3	-6.0	-2.0	-5.0	-2.0	6	0.0
CCc1nc2c(cnn2-c2ccc(Cl)cc2)c(=O)n1-c1ccc(OC)cc1	8.9	97.7	1.0	10	101.4	-5.0	1.0	-8.0	-10.0	10	-5.0
O=C(/C=C\c1cn(-c2ccccc2)nc1-c1ccccc1)Nc1nccs1	-2.2	99.5	-0.8	13	98.8	-7.0	-4.0	-9.0	-17.0	11	-4.0
COc1ccccc1NC(=O)CSc1nnnn1-c1ccc(C)cc1	23.3	99.7	0.5	27	99.2	1.0	2.0	2.0	4.0	5	-1.0
Cc1cccc(NC(=S)NCCc2ccc(F)cc2)c1C	-0.9	103.0	-0.6	19	?	0.0	-4.0	0.0	3.0	10	-1.0
Cc1cc(C)n2nc(C(=O)OCC(=O)N3CCC3)nc2n1	-0.6	96.0	0.0	70	102.0	0.0	0.0	-2.0	-2.0	11	-3.0
O=c1[nH]c(=O)n(-c2ccccc2)c2c1C(C(F)(F)F)(C(F)(F)F)N=C(C1CCCCC1)N2	4.5	101.5	0.5	32	99.3	-10.0	-5.0	0.0	0.0	15	-5.0
CCc1ccc(C(=O)NCc2ccc(Cl)cc2Cl)cc1	1.1	77.4	0.1	14	90.0	-3.0	-3.0	2.0	-3.0	7	-4.0
O=C(CSc1nnc(Cc2ccccc2)n1-c1cccc(Cl)c1)N1CCOCC1	6.6	101.5	1.7	34	99.6	-5.0	-6.0	-19.0	-20.0	11	-7.0
COc1ccc(S(=O)(=O)N2CCC(C(=O)NCC3CCCO3)CC2)cc1OC (stereo unspecified)	-0.6	99.3	-0.6	13	97.9	-5.0	-1.0	-6.0	-5.0	7	-4.0
COc1ccccc1C(=O)C1CCCN(C(=O)C2CCCC2)C1 (stereo unspecified)	0.0	94.1	0.0	10	94.5	0.0	0.0	-7.0	-6.0	9	0.0
CC(=O)c1ccc(C(=O)N2CCc3c([nH]c4ccccc34)C2c2ccccn2)s1 (stereo unspecified)	20.3	98.0	7.2	9	98.9	-6.0	-1.0	-5.0	-3.0	8	-3.0
O=C(CCS(=O)(=O)c1ccc(Br)cc1)Nc1cc(F)ccc1F	-0.7	101.3	0.0	7	98.1	0.0	-2.0	6.0	0.0	3	-1.0
CCC(C)NC(=O)C1CCN(S(=O)(=O)c2ccc(Br)s2)CC1 (stereo unspecified)	-4.7	104.7	0.3	21	103.5	-1.0	-1.0	-1.0	0.0	12	-2.0
CCNc1nc(NC(C)C)nc(Oc2ccc(OCc3ccccc3)nn2)n1	1.0	.	0.4	18	.	-3.0	-2.0	-5.0	0.0	.	0.0
Cc1ccc(NC(=O)Nc2cccs2)cc1	16.4	99.6	0.6	31	98.8	-11.0	-3.0	-7.0	-12.0	12	-3.0
COc1ccc(NC(=S)NN(C)C(=S)Nc2ccc(OC)cc2)cc1	2.1	103.3	0.3	9	102.1	-6.0	-3.0	0.0	0.0	10	-4.0
Fc1ccc(-c2csc(-c3ccncc3)n2)cc1	8.4	94.2	1.1	11	73.9	-4.0	2.0	0.0	5.0	4	3.0
Cn1c(=O)cc(SCC(=O)N2CCN(c3ccccc3)CC2)c2ccccc21	0.7	100.0	0.4	20	101.7	-5.0	3.0	1.0	-12.0	5	-4.0
Cc1ccc(N2CC(O)=C(c3nc4ccccc4c(=O)[nH]3)C2=N)cc1C	33.5	101.0	0.0	11	99.8	-3.0	0.0	-3.0	-2.0	12	-5.0

Single records, as listed above. Screens in order: ABCG2 inh	RGS4-Gao reg	ABCB1 inh	GSH bead fluor	RGS7-Gao	Bcl-B Bim block	Bim-Bcl-W	Bcl-2 Bim block	Bim-Bfl-1	Avidin bead fluor	Bcl-XL Bim block
COc1ccc(S(=O)(=O)N2CCC(C(=O)NCC3CCCO3)CC2)cc1OC (stereo unspecified) in the list: -0.6	99.3	-0.6	13	97.9	-5.0	-1.0	-6.0	-5.0	7	-4.0
O=C(CCS(=O)(=O)c1ccc(Br)cc1)Nc1cc(F)ccc1F in the list: -0.7	101.3	0.0	7	98.1	0.0	-2.0	6.0	0.0	3	-1.0
Cn1c(=O)cc(SCC(=O)N2CCN(c3ccccc3)CC2)c2ccccc21 in the list: 0.7	100.0	0.4	20	101.7	-5.0	3.0	1.0	-12.0	5	-4.0
O=c1[nH]c(=O)n(-c2ccccc2)c2c1C(C(F)(F)F)(C(F)(F)F)N=C(C1CCCCC1)N2 in the list: 4.5	101.5	0.5	32	99.3	-10.0	-5.0	0.0	0.0	15	-5.0

The list goes on:
SMILES	ABCG2 inh	RGS4-Gao reg	ABCB1 inh	GSH bead fluor	RGS7-Gao	Bcl-B Bim block	Bim-Bcl-W	Bcl-2 Bim block	Bim-Bfl-1	Avidin bead fluor	Bcl-XL Bim block
CCSc1nccc(-c2nn(-c3ccc(C)cc3)ccc2=O)n1	.	104.6	.	17	102.6	-5.0	5.0	-3.0	-4.0	6	1.0
Fc1ccc2nc(-c3ccccc3)nc(SCc3nnc(-c4ccccc4)o3)c2c1	1.7	98.0	0.3	5	97.1	-4.0	-4.0	-4.0	-3.0	6	-7.0
O=C(Nc1ccc(N2CCOCC2)c(Cl)c1)c1ccc(F)cc1	1.1	103.0	0.1	16	103.7	-4.0	-1.0	1.0	0.0	8	-4.0
NC(=O)CSc1nnc(-c2cc(-c3cccs3)nc3ccccc23)o1	0.6	98.1	0.0	4	95.6	-5.0	0.0	0.0	-7.0	9	-2.0
Cc1cccc(N2CCN(C(=O)Cn3cccc3C(=O)c3ccccc3)CC2)c1C	4.1	105.5	1.7	4	102.6	-5.0	0.0	-4.0	-9.0	8	0.0
CCOP1(=O)C=C(C(C)(C)C)OC1c1ccc(F)cc1 (stereo unspecified)	5.1	102.6	0.8	55	99.3	0.0	-1.0	-3.0	-8.0	18	-3.0
CC[C@@H](C)C(NC(=O)OC(C)(C)C)c1cn([C@@H](CCC(=O)OC(C)(C)C)C(=O)N2CCN(C(=O)OC(C)(C)C)CC2)nn1 (stereo partly specified)	4.0	101.2	4.4	20	100.2	-2.0	5.0	-1.0	-5.0	6	3.0
CC(=O)c1cc(F)c(N2CCN(CCC#N)CC2)cc1C	0.1	106.2	0.2	20	106.0	-1.0	1.0	6.0	2.0	7	0.0
CNC(=S)Nc1ccc(-c2nc3ccc(C)cc3s2)cc1	-1.4	98.8	-1.6	15	109.2	-21.0	-1.0	-4.0	8.0	6	-3.0
Cc1onc(-c2c(Cl)cccc2Cl)c1C(=O)NCCc1ccc(S(N)(=O)=O)cc1	-2.9	97.4	-0.2	33	92.6	-9.0	-3.0	-7.0	-7.0	12	-7.0
C=CCn1c(C2CCCCC2)n[nH]c1=S	4.0	97.8	0.6	26	99.8	-16.0	-1.0	-3.0	-6.0	11	-5.0
O=C(O)c1ccc(NS(=O)(=O)c2cccc3cccnc23)cc1	-2.6	93.3	-2.2	21	96.5	-3.0	0.0	-2.0	-11.0	8	-5.0
COC(=O)c1cc2c(cc1[N+](=O)[O-])OCO2	-0.5	103.5	-0.4	18	?	0.0	0.0	-2.0	-2.0	12	-1.0
CCCN(CCC)C(=O)Cc1coc2ccc3ccccc3c12	12.4	99.9	0.7	24	100.4	-7.0	-1.0	-7.0	-16.0	33	-3.0
COC(=O)c1ccc(CNC(=O)COC(=O)c2ccc(N(C)C)cc2)cc1	12.6	109.8	-1.0	14	119.1	-4.0	-2.0	0.0	-9.0	15	-3.0
Cc1ccc(NC(=O)C(Cc2ccccc2)NC(=O)OCc2ccccc2)cc1C (stereo unspecified)	6.2	102.0	0.9	10	99.6	-7.0	-4.0	-4.0	-3.0	4	-11.0
Cc1ccc(S(=O)(=O)NNC2=NS(=O)(=O)c3ccccc32)c(C)c1	-2.4	102.9	-0.6	8	104.7	-3.0	-3.0	-1.0	-5.0	28	-3.0
